# Screening data: PubChem BioAssay, Sanford-Burnham Center for Chemical Genomics
# hIAP inh = human IAP inhibition; P09923; purified IAP, CDP-Star luminescence, 30 min; inhibition, % at 10 µM; 330,000 tested, 0.12% active;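 active = inhibition reaching a set limit with compound at 10 µM in the primary screen, cut at about 35% in these data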;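 note: plate controls were DMSO wells with enzyme for no effect and no-enzyme buffer wells for full effect; values of inactives mirror those of a sister screen read the other way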
# Target sequence (P09923 whole entry, looked up): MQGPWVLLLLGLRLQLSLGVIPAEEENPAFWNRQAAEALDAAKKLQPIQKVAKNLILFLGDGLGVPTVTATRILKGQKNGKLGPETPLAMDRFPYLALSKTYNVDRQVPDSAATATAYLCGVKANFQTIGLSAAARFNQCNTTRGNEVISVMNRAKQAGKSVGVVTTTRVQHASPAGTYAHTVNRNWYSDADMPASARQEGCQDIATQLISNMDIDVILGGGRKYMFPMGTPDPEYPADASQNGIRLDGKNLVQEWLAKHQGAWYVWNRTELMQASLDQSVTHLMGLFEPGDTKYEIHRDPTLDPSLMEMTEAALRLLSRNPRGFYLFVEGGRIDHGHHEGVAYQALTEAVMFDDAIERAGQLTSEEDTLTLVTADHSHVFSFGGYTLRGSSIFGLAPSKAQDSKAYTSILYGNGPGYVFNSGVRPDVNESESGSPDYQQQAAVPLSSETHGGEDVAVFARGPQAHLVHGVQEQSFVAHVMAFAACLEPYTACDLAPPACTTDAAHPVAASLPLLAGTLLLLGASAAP
# hIAP act = human IAP activation; activation factor at 10 µM; AID 2524; 330,000 tested, 0.16% active; P09923; purified human IAP, CDP-Star luminescence, 30 min; active compounds read high; 1 = vehicle-only enzyme, 0 = enzyme-free background;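 active = activation factor of the enzyme at least 2-fold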; note: the source names both 10 and 20 µM as test concentration; values of inactives mirror those of a sister screen read the other way
# APOBEC3G inh = blocks human APOBEC3G single-stranded DNA deamination | recombinant A3G, ssDNA deamination FAM/TAMRA fluorescence | inhibition, % at 20 µM | 330,000 tested, 0.28% active | AID 493012;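 active = inhibition of at least 40% at 20 µM, with no more than 30% in the related APOBEC3A deaminase screen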;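 note: plate controls were DMSO wells with A3G for no effect and wells lacking A3G enzyme for full effect; some compounds called inactive have numbers as strong as hits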
# beta cell repl = MIN6 beta-cell proliferation induction; AID 2380; MIN6 cells proliferation, ATPlite luminescence, 48 h; cells starved in 0.2% serum; 100% = growth in 10% serum; proliferation, % at 10 µM; 330,000 tested, 0.29% active;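 active = compounds whose signal lies at least 3.5 SD above the mean of all wells on their plate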;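 note: 0% = DMSO-treated cells in low-serum medium and 100% = 10% serum control; some compounds called inactive have numbers as strong as hits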
# mIAP block = mouse IAP inhibition | purified mouse IAP, CDP-Star luminescence, 30 min | inhibition, % at 10 µM | 330,000 tested, 0.2% active | AID 2806;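 active = inhibition of at least 40% at 10 µM in the primary screen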;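 note: plate controls were DMSO with enzyme for no effect and no enzyme wells for full effect; values of inactives mirror those of a sister screen read the other way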
# SENP1 FRET inh = SENP1 (human) catalytic domain inhibition; recombinant SENP1 catalytic domain, CyPet-SUMO1-YPet FRET cleavage; inhibition, % at 10 µM; 360,000 tested, 0.21% active; AID 624204;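 active = inhibition at least 30% at 10 µM, raw YFP signal under a set limit, fluorescence ratio 0.5 to 1.5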;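 note: 0% = enzyme with DMSO and 100% = no enzyme wells; some results filed as inactive read as strong as hits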
# Target sequence (Q9P0U3 419-644 limits assumed): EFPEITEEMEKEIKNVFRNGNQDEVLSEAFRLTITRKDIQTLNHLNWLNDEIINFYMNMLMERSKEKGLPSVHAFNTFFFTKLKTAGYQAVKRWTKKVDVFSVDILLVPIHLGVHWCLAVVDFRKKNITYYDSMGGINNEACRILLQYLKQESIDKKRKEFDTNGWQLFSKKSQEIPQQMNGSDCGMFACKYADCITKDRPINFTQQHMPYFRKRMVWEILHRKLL
#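 Controls: no-enzyme wells low, DMSO-plus-enzyme wells high control. Test system: human recombinant His6-tagged SENP1 catalytic domain enzyme. Reagent: SFCypet-SUMO1-SFYpet FRET protein substrate, 25 nM final. Doses: one dose per compound, 10 µM, 0.5% DMSO. Detection: FRET, CFP and YFP emission. Timing: 50 min reaction at room temperature.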
# NALP3 yeast inh = inhibitors of NALP3 inflammasome in yeast. Yeast reconstituted NLRP3/ASC/caspase-1, beta-gal luminescence, 24 h. inhibition, % at 10 µM. 330,000 tested, 0.39% active;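 active = inhibition of 50% or more; inactive = inhibition below 50%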;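 note: plate controls were induced DMSO wells for no effect and uninduced yeast grown without galactose for full effect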
# mIAP activ = mouse IAP activation | muIAP, CDP-Star luminescence, 30 min; active compounds read high; 1 = vehicle-only enzyme signal, 0 = enzyme-free wells | activation factor at 10 µM | 330,000 tested, 0.24% active | AID 2805;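 active = activation factor of at least 2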; note: the source names both 10 and 20 µM as test concentration; values of inactives mirror those of a sister screen read the other way
#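 Assay system: mouse IAP enzyme; Reagent: CDP-Star chemiluminescent phosphatase substrate; Compound: DMSO-dissolved test compounds; Incubation: 30 min, room temperature; Technique: luminescence from enzymatic CDP-Star hydrolysis; Controls: DMSO-only wells and no-enzyme negative control.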
# APOBEC3A inh = human APOBEC3A DNA deaminase inhibition; 330,000 tested, 0.41% active; recombinant A3A, FAM/TAMRA ssDNA deamination fluorescence; inhibition, % at 20 µM; AID 493011;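 active = at least 40% inhibition at 20 µM here, with at most 30% in a related deaminase screen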;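 note: plate controls were A3A with DMSO for no effect and wells lacking A3A enzyme for full effect; some results filed as inactive read as strong as hits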
# Target sequence (P31941 whole entry, looked up): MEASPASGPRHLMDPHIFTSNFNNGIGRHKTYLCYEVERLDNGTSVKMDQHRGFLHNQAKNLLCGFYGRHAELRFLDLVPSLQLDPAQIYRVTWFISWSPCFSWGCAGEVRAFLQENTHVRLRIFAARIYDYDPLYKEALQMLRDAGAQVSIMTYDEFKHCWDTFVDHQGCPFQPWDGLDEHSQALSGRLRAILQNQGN
# Starred values were filed as active, the others as inactive. This is a subset; count on the stated rates, not on these rows.
canonical_smiles,mIAP block,beta cell repl,APOBEC3G inh,mIAP activ,hIAP act,APOBEC3A inh,SENP1 FRET inh,hIAP inh,NALP3 yeast inh
CN(CC(=O)Nc1ccccc1Cl)C(=O)COC(=O)CCN1C(=O)C2CC=CCC2C1=O (configuration not stated),8,4,-5,0.92,0.89,3,4,11,2
COC(=O)C1=CN(C2CCCCC2)C=C(C(=O)OC)C1c1ccc2c(c1)OCO2,-30,-5,-4,1.3,1.1,-2,-128,-10,3
C[C@@]12C(=O)N(c3ccc(C(F)(F)F)cc3)C(=O)N1[C@@H]1c3ccccc3OC[C@@H]1[C@H]2c1ccccc1,0,-7,-10,1,0.76,-1,1,24,11
O=C(CCc1n[nH]c(=O)[nH]c1=O)Nc1cccc([N+](=O)[O-])c1,12,-3,-3,0.88,1.1,-1,0,-13,1
COc1ccc(S(=O)(=O)Nc2cc3c4c(oc3c3ccccc23)CCCC4=O)cc1,-6,-3,-6,1.1,0.89,-4,1,11,-5
O=C(CSc1ncnc2scc(-c3ccccc3)c12)NC1CCS(=O)(=O)C1 (configuration not stated),1,-1,-5,0.99,1,6,1,0,11
COCCN(CCOC)C(=O)c1ccc(NS(=O)(=O)c2ccc3[nH]c(=O)[nH]c3c2)cc1,-10,0,-11,1.1,1.1,-3,1,-9,1
Cc1nn(Cc2ccc(Cl)cc2)c(Cl)c1/C=N/NC(=O)CNc1ccccc1F,0,0,-5,0.99,0.95,-2,0,5,10
COC(=O)C1=C(C)N(Cc2ccco2)C(=O)N[C@@H]1c1ccc(Br)cc1,-9,0,6,1.1,0.98,9,1,2,0
CCOC(=O)Cc1csc(SCC(=O)Nc2sc3c(c2C(N)=O)CCC3)n1,21,-3,19,0.79,1.4,28,-11,-36,-1
Cc1csc2nc(CSc3nncn3-c3ccccc3)c(Br)n12,7,2,-6,0.93,1.1,-3,-2,-11,13
O=C(O)CCCCNS(=O)(=O)c1ccc(Cl)c(C(F)(F)F)c1,1,-1,-4,0.99,1.1,0,1,-5,-1
Cc1noc(C)c1NC(=O)N(C)C[C@H]1Oc2c(NC(=O)c3ccncc3)cccc2C(=O)N([C@H](C)CO)C[C@@H]1C,-13,-1,-7,1.1,0.96,0,2,4,-7
Cc1ccc(NC(=O)Cn2nc(C(=O)Nc3ccc(C)cc3)ccc2=O)cc1,8,-3,-4,0.92,1,-2,0,-4,9
COc1ccc(/C=C/CN2CCCC(CO)(Cc3cccc(Cl)c3)C2)cc1 (configuration not stated),-7,-7,0,1.1,1.1,4,-3,-7,3
O=C(Nc1ccc(S(=O)(=O)N2CCOCC2)cc1)c1c(F)cccc1F,3,-1,-6,0.97,1.2,-3,-3,-18,6
COC(=O)CCC(=O)NNC(=O)Cc1ccccc1,7,0,0,0.93,0.99,3,3,1,6
COc1ccc(C2NC(=O)C(C#N)=C(S)N2c2ccc(C)cc2)cc1OC (configuration not stated),12,-1,-2,0.88,0.91,-2,-4,9,11
Cc1cc(S(=O)(=O)NCC(c2ccccc2)c2ccccc2)ccc1-n1cnnn1,-17,-4,-2,1.2,1,2,1,-4,7
Cn1c(Cc2csc(N)n2)nnc1SCC(=O)NCc1ccccc1,9,0,-1,0.91,0.88,4,-3,12,7
CC(=O)NNC(=O)CCn1c2c(c3ccccc31)CCCC2,13,-4,-3,0.87,0.91,-1,-4,10,29
CC1CC(C)CN(C(=O)CSc2nnc(N)s2)C1 (configuration not stated),-8,-5,3,1.1,1.2,-3,2,-25,7
COc1ccc(NC(=O)c2cnc3n(c2=O)CCS3)cc1OC,3,2,2,0.97,1.2,2,1,-25,33
CCC1CCc2sc(C(=O)O)cc2C1 (configuration not stated),-6,0,-8,1.1,0.97,-4,0,3,24
Cc1cc(C)c2c(N)c(C(=O)C(C)(C)C)sc2n1,-12,-1,-8,1.1,1.1,-2,-81,-9,-9
COCCNC(=O)c1nn2c(C(F)(F)F)cc(-c3ccccc3)nc2c1Cl,4,-1,-6,0.96,0.98,-8,-21,2,17
COc1ccc(Oc2nccc(-c3ccc(Cl)cc3)n2)cc1,4,-4,-4,0.96,0.89,0,1,11,25
COc1cccc(C2c3[nH]c4ccccc4c3CCN2C(=O)Cn2cncn2)c1OC (configuration not stated),-6,-3,-4,1.1,1.1,-2,-1,-9,4
Cc1ccc(C(=O)OC2=CC(=O)CC(C)(C)C2)cc1,6,2,-5,0.94,0.73,-2,5,27,16
CNc1nc(Nc2ccc(C)c(Cl)c2)nc(N)c1[N+](=O)[O-],0,0,-6,1,0.93,2,1,7,3

# Whole records, quoted from the list.
# Shown for COCCNC(=O)c1nn2c(C(F)(F)F)cc(-c3ccccc3)nc2c1Cl = mIAP block: 4; beta cell repl: -1; APOBEC3G inh: -6; mIAP activ: 0.96; hIAP act: 0.98; APOBEC3A inh: -8; SENP1 FRET inh: -21; hIAP inh: 2; NALP3 yeast inh: 17
# Shown for CC(=O)NNC(=O)CCn1c2c(c3ccccc31)CCCC2 = mIAP block: 13; beta cell repl: -4; APOBEC3G inh: -3; mIAP activ: 0.87; hIAP act: 0.91; APOBEC3A inh: -1; SENP1 FRET inh: -4; hIAP inh: 10; NALP3 yeast inh: 29

# (next part)
canonical_smiles,mIAP block,beta cell repl,APOBEC3G inh,mIAP activ,hIAP act,APOBEC3A inh,SENP1 FRET inh,hIAP inh,NALP3 yeast inh
O=C(NCCCN1CCCCC1)c1ccc2c(c1)ncn2C1CCCC1,7,3,-9,0.93,0.92,-2,1,8,13
CCCCC(=O)NCc1ccc(Cl)cc1,-4,0,-5,1,1,-1,3,-1,10
CC(=O)c1c(C(C)=O)c(C)n(-c2ccc(O)cc2)c1C,-7,3,0,1.1,1.1,1,0,-6,21
Cc1cccc(NC(=O)CN2CCCCCC2)c1,1,3,-3,0.99,0.98,0,3,2,19
Cc1nn(C)c(C(=O)N2CCc3ccccc32)c1Br,0,-2,0,0.99,0.91,1,0,9,22
O=C(Nc1ccccc1O)c1ccc(NS(=O)(=O)c2cccc3cccnc23)cc1,12,-6,-4,0.88,0.84,-4,5,16,10
CC(=O)Nc1ccc(S(=O)(=O)NCCC(=O)OCC(=O)N2CCN(C(=O)c3ccco3)CC2)cc1,3,-1,-2,0.97,0.97,12,0,3,14
CN(CC(=O)Nc1ccc(Cl)cc1)C(=O)CNC(=O)Cc1cccc2ccccc12,-15,-6,-7,1.2,1,-4,1,0,4
CCOC(=O)c1c(-c2ccc(C)o2)csc1NC(=O)COC(=O)c1cccs1,2,-4,-7,0.98,0.89,-4,0,11,20
COc1ccc(/C=N/NC(=O)c2cc(C)oc2C)cc1OCc1ccccc1,-18,1,-5,1.2,1,0,-1,0,10
CC(C)(C)C(=O)N=C1SC2CS(=O)(=O)CC2N1c1ccc2c(c1)OCO2 (configuration not stated),-5,0,-8,1,0.89,-1,1,11,10
C/C(=N\NC(=O)c1ccc(CSc2nc(C)cc(C)n2)cc1)C1CCCCC1,13,0,-4,0.87,0.97,-2,1,3,2
Cc1nnc(SCC(=O)N2CCc3ccccc32)n1-c1ccccc1,-2,-3,-1,1,1.1,-2,3,-13,13
COC(=O)Cn1cnc2c(C#N)c3n(c2c1=O)CCCC3,2,-2,-1,0.98,0.84,3,1,16,15
O=C(NCc1ccccc1)C1CC(=O)N(C2CCCCCC2)C1 (configuration not stated),3,3,-2,0.97,1.2,3,0,-15,12
O=C(c1ccc(F)cc1)N1CCC(n2nnc3ccccc32)CC1,-4,1,-7,1,1.1,-3,-1,-6,-4
O=C(NC1CCCc2ccccc21)c1ccc(F)cc1F (configuration not stated),-8,-3,-8,1.1,1.1,-3,1,-6,22
O=C(Nc1ccc(N2CCOCC2)cc1)c1cccc2ccccc12,4,4,-15,0.96,0.79,-5,0,22,23
CN(CC(=O)Nc1ccc(C#N)cc1)Cc1ccc(Cl)c(Cl)c1,-3,0,0,1,1.1,0,3,-10,32
COn1c(C)c(C(C)=O)c2c3no[n+]([O-])c3ccc21,-2,1,-4,1,0.89,4,1,11,19
COc1ccc2[nH]c(=O)c(NC(N)=S)nc2c1,14,-6,5,0.86,1,1,0,0,12
COc1ccc(NC(=O)C(=S)N2CCCC2)cc1,10,-2,0,0.9,0.94,3,3,6,-4
CSc1nnc(-c2cc(C)on2)n1-c1ccccc1,8,-3,-1,0.92,0.95,1,-2,5,5
COCCCN1C(=O)c2ccccc2C1C(=O)NC1CCCCCC1 (configuration not stated),-7,-3,1,1.1,0.93,8,-1,7,0
Cn1c(SCC(=O)Nc2ccccc2Oc2ccccc2)nnc1C1CC1,1,7,-9,0.99,0.95,-4,2,5,16
O=C(COC(=O)COc1cccc(F)c1)NCCC1=CCCCC1,10,-2,-4,0.9,1.1,0,3,-12,24
CC1CC(C)CN(C(=O)CSc2nc(Cc3cccs3)nc3ccccc23)C1 (configuration not stated),9,-4,1,0.91,0.97,2,-2,3,23
CCn1c(SCC(=O)N2CCCCC2)nc2c(c1=O)SCC2,-12,0,17,1.1,1.1,10,-5,-11,21
C=CCOc1ccc(/C(O)=C2\C(=O)C(=O)N(CCCOC)C2c2ccncc2)cc1 (configuration not stated),1,-2,-6,0.99,0.94,-4,0,6,-7
CCCOC(=O)c1ccc(NC(=O)C(=O)NCC2CCCO2)cc1 (configuration not stated),2,0,-8,0.98,0.89,-4,2,11,10
O=C(O)c1cc(O)c2c(c1)[C@H]([C@H]1c3cc(C(=O)O)cc(O)c3C(=O)c3c(O[C@@H]4O[C@H](CO)[C@@H](O)[C@H](O)[C@H]4O)cccc31)c1cccc(OC3O[C@H](CO)[C@@H](O)[C@H](O)[C@H]3O)c1C2=O (some centres not stated),31,-4,96,0.69,0.88,103,27,12,7
Cc1ccc(C(=O)Nc2c[nH]c(=O)[nH]c2=O)cc1,-14,-3,-6,1.1,1.1,-8,2,-14,18
COc1ccc(NC(=O)c2cc(-c3cccs3)on2)cc1OC,6,-2,-8,0.94,0.95,-5,2,5,27
Cc1ccc(C(=O)C(C)OC(=O)c2cc(=O)[nH]c3ccccc23)cc1 (configuration not stated),-9,1,9,1.1,0.94,2,3,6,17
Cc1ncc(CO)c(CNc2ccc(-c3nc4ccccc4[nH]3)cc2)c1O,2,-1,-10,0.98,0.95,-5,-2,5,18
c1ccc2c(-n3cnnn3)cccc2c1,-7,-3,-4,1.1,1.1,0,2,-6,-14
Cc1cccc(OCC(=O)Oc2ccc(Cl)cc2)c1,8,-1,-4,0.92,0.95,-2,2,4,-4
O=C1CC2c3ccccc3C1C1C(=O)N(Cc3ccccc3)C(=O)C21 (configuration not stated),8,-4,-7,0.92,0.99,6,2,1,18
COc1ccc(CC(=O)NCc2nnc(SCCOc3ccccc3)n2C)cc1,8,-3,-2,0.93,0.82,5,3,18,16
S=c1[nH]nc(C2CCCCC2)n1/N=C/C=C/c1ccccc1,12,-1,3,0.88,1.2,1,0,-22,24
